OPRM1-OPRD1 ag: OPRM1-OPRD1 heterodimerization agonism. AID 504326. 340,000 compounds, 0.3% hits. cells, luminescence. P35372+P41143. activation, % at 9.3 µM; in the data active = activation above about 18%;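 also: 0% = vehicle-treated cells and 100% = reference agonist; values of inactives mirror those of a sister screen read the other way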
PKA-R1A activ: activators of PKA-R1A complex | AID 504707 | 340,000 compounds, 0.083% hits | activation, % at 11.4 µM | PKA-R1A dissociation, Cy5-IP20 fluorescence polarization; scaled: DMSO 0%, 113 µM cGMP 100%;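 active = percent activation above the mean of all tested compounds plus 3 SD, cut at about 19% in these data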;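 also: higher means more PKAc released from R1A so a rise in polarization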
HTR5A ag ctr: activates human HTR5A in OPRM1-OPRD1 agonist counter-screen | P47898 | HTR5A agonist assay, luminescence, cell-based | activation, % at 9.3 µM | 340,000 compounds, 0.61% hits; in the data active = activation mostly above about 9.5%, no sharp cut-off; inactive = mostly below about 7.6%;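 also: 0% = cells with vehicle only and 100% = reference agonist; strong numbers were not always called active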
PfHsp90 yeast 2: reduces growth (ATP signal) of yeast expressing P. falciparum Hsp90 | S. cerevisiae expressing PfHsp90, BacTiter-Glo ATP, 48 h; yeast lacking PDR1 and PDR3 efflux regulators | inhibition, % at 9.4 µM | AID 504621 | 310,000 compounds, 0.32% hits;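 active = every replicate shows inhibition above about 80%, whatever the replicate mean, limit read from the data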;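 also: 0% = DMSO neutral controls and 100% = 20 µM radicicol positive controls; yeast relying on Plasmodium falciparum Hsp90 in place of its own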
SUMO Mot1 rescue: blocks SUMOylation pathway, rescuing yeast Mot1-301 growth | 320,000 compounds, 1% hits | S. cerevisiae Mot1-301 growth rescue, ATP luminescence, 38.5C; percent above DMSO median, 100 means doubled | growth rescue, % at 18.8 µM | AID 2716;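 active = every valid replicate shows activation above 250% relative to neutral control wells; inactive = the rest, any valid replicate at or below 250%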;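 also: OY570 slx delta 5 strain wells were the positive control but not used for scaling; some compounds called inactive have numbers as strong as hits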
MOR-DOR inv ag: inverse agonists of human mu-delta opioid receptor heterodimerization | P35372+P41143 | cell-based MOR-DOR heterodimer luminescence, inverse agonism | inhibition, % at 9.3 µM | 340,000 compounds, 0.21% hits; in the data active = inhibition above about 22%, passing the limit was not always enough;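 also: 0% = cells with DMSO and 100% = wells without cells with DMSO; values of inactives mirror those of a sister screen read the other way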
Ecoli viability: counter-screen for AddAB inhibitors: E. coli growth inhibition. AID 449728. 330,000 compounds, 0.27% hits. E. coli V3065 growth, OD600 absorbance, 18 h. inhibition, % at 11.9 µM;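 active = inhibition above the campaign's mean inhibition across all tested compounds plus 3 SD, cut at about 9.9% in these data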;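 also: uninfected addAB+ strain grown without phage in ampicillin broth; 0% = DMSO wells and 100% = ciprofloxacin 0.95 µg/ml wells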
phage Ecoli inh: E. coli growth loss with phage present; growth absorbance; inhibition, % at 11.9 µM; 360,000 compounds, 0.26% hits; AID 651602; in the data active = inhibition above about 11%
Pemphigus Ab inh: inhibitors of pemphigus antibody binding to human desmoglein-3; DSG3-coupled beads, scFv-anti-DSG3-GFP binding, flow cytometry; stronger effect = lower value; 310,000 compounds, 0.48% hits; P32926; binding (percent of control), % at 10 µM;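 active = binding more than 3 SD below its plate's average and above zero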; also: some compounds called inactive have numbers as strong as hits
Target sequence (P32926 whole entry, looked up): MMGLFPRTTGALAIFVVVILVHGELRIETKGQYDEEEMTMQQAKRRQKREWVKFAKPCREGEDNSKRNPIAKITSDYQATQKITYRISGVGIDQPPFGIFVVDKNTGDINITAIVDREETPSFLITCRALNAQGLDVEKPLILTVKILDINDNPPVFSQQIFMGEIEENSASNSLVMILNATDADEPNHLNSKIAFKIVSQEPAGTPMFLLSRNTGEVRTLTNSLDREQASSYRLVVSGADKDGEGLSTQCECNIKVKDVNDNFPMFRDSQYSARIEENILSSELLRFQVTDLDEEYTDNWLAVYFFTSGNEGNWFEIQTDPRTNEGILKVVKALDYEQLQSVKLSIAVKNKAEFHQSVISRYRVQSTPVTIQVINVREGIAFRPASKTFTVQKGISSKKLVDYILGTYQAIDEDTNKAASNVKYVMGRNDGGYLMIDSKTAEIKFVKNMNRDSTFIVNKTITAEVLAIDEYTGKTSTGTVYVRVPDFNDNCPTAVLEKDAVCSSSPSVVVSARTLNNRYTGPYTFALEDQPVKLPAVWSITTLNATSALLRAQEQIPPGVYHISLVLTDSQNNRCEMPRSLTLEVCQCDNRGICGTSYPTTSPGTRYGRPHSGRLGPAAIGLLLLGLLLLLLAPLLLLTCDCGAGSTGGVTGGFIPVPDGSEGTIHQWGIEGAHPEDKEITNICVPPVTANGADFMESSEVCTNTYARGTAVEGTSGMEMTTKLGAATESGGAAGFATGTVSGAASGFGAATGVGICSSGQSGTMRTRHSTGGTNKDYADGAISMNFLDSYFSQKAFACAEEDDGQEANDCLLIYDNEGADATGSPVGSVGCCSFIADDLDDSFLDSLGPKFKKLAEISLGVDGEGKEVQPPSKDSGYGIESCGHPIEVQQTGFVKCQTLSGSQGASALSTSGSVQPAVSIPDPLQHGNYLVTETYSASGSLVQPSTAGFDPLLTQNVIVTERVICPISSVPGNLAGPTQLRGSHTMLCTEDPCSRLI
HTR5A inv ag: inverse agonist of human HTR5A in OPRM1-OPRD1 counter-screen. inhibition, % at 9.3 µM. HTR5A cell line, luminescence, inverse agonism. 340,000 compounds, 0.083% hits. P47898; in the data active = inhibition mostly above about 23%, no sharp cut-off; inactive = mostly below about 18%;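 also: 0% = cells with DMSO and 100% = no-cell wells with DMSO; some compounds called inactive have numbers as strong as hits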
AddAB inh: less growth of phage-infected E. coli with AddAB; E. coli expressing H. pylori AddAB, absorbance growth; inhibition, % at 11.9 µM; 330,000 compounds, 0.29% hits; in the data active = inhibition above about 12%;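 also: 0% = vehicle wells of infected cells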
Numbers without * were called inactive; . = no result given; & = joins results of further samples. Compounds as they come. Share with any hit: about 3.2%.

SMILES	OPRM1-OPRD1 ag	PKA-R1A activ	HTR5A ag ctr	PfHsp90 yeast 2	SUMO Mot1 rescue	MOR-DOR inv ag	Ecoli viability	phage Ecoli inh	Pemphigus Ab inh	HTR5A inv ag	AddAB inh
Cc1c(Cl)cccc1Nc1n[nH]c(=S)s1	3.0	5	-3	-14	.	-13	.	0.2	90	12	.
CCOc1ccc(Cl)cc1/C=N/NC(N)=O	-1.0	-1	4	16	-11	5	1.3	0.7	103	29	2.0
CC(=O)c1cccc(NC(=O)c2ccc3c(=O)n4c(nc3c2)CCCCC4)c1	1.1	-1	1	1	-7	-5	0.4	2.0	.	-3	4.5
COCCNC(=O)c1onc(CSc2cccc(Cl)c2)c1C(=O)O	-2.6	-3	-1	-12	17	14	2.2	1.8	.	-14	2.3
CCCCOc1ccc(C(=O)Nc2cccc(-n3cnnn3)c2)cc1OC	-1.0	-2	-2	2	12	5	-2.8	3.6	.	-4	0.4
COC(=O)c1[nH]c2cc(C)ccc2c1NC(=O)CN1CCN(C(=O)c2ccco2)CC1	-2.4	6	-2	-45	-2	13	-1.8	-0.3	86	8	1.6
Cc1cc(NC(=O)CSc2nc(-c3ccco3)cc(C(F)(F)F)n2)no1	-3.1	0	-1	-18	.	17	0.1	1.8	93	-57	3.3
COc1ccc(C(=O)c2ccccc2CN2C(=O)c3ccccc3C2=O)cc1	-2.0	-4	-2	-7	.	10	.	2.5	96	8	.
Cc1c(Cc2ccccc2)c(=O)oc2cc(OCc3nn[nH]n3)ccc12	-2.0	3	-2	.	42	9	-1.1	1.4	106	2	3.5
CCOC(=O)c1ccc(NC(=O)Nc2cccc(C)n2)cc1	3.1	-3	-3	-37	-6	-21	0.8	4.4	99	-1	1.0
Oc1ccc(Br)cc1-c1ccn[nH]1	2.6	3	0	12	72	-14	0.9	5.3	97	-1	2.1
COC(=O)CC/C(=N/Nc1ccc(Cl)c(Cl)c1)C(=O)OC	0.0	-3	1	18	493	0	1.8	3.0	103	9	2.2
CCn1c(C)nc2cc(C(=O)NN=Cc3ccc([N+](=O)[O-])cc3)ccc21	-1.8	-13	1	-2	-1	7	1.3	2.3	108	-3	3.3
CCOC(=O)C(=O)C1=C(N2CCOCC2)/C(=C\c2ccc(F)cc2)CC1	2.8	-2	-1	25	-10	-14	0.3	1.4	101	3	-0.3
COC(=O)c1cc(C#N)c(=O)[nH]c1C	0.1	4	-2	27	.	-1	-0.3	3.4	98	4	-2.4
Cc1c(-c2cccc(Cl)c2)nc2ccccc2c1C(=O)OCC(=O)N(C)C1CCS(=O)(=O)C1 (centres undefined)	-0.3	-3	-2	-43	-10	1	-1.0	4.9	107	9	0.9
COc1cc(OC)c(OC)cc1CNC(=O)c1cc(S(=O)(=O)N(C)c2ccccc2OC)ccc1C	-1.2	-8	-1	7	.	6	.	5.6	101	4	.
COc1cccc(NC(=O)CN(C)C(=O)C(Sc2ccccc2)c2ccccc2)c1 (centres undefined)	1.1	-18	0	.	.	-7	.	1.6	101	1	.
CC(C)(C)SCCNS(=O)(=O)c1ccccc1	1.7	-10	-4	19	-4	-11	3.4	1.9	103	10	6.2
CCCc1cc(=S)n2c([nH]c3ccccc32)c1C#N	-2.7	-3	1	-37	490*	13	-0.2	0.1	.	-3	0.4
O=C(c1cccc(S(=O)(=O)N2CCCCCC2)c1)N1CCN(Cc2ccccc2)CC1	-0.7	3	-1	.	.	3	.	2.0	107	5	.
O=C(O)Cn1cc(C(=O)C(F)(F)F)c2ccccc21	-1.8	9	-3	-10	-13	9	1.5	4.5	107	8	-0.3
O=C(NCCN1CCN(c2cccc(Cl)c2)CC1)Nc1ccccc1	3.8	-14	3	17	0	-17	-0.5	1.4	102	-10	1.3
COc1cc(OC)cc(C(=O)Nc2ccc(S(=O)(=O)Nc3nc(C)cc(C)n3)cc2)c1	-1.2	0	0	-5	-13	7	-2.1	3.2	103	-1	-6.9
CC(=O)N1CC[n+]2c(-c3ccc([N+](=O)[O-])cc3)csc21	0.6	-11	8	14	-2	-3	0.4	0.9	116	5	0.2
CC1Cc2ccccc2N1C(=O)CSc1nccc(=O)[nH]1 (centres undefined)	-3.1	-3	-3	7	-14	18	0.1	4.4	102	7	6.8
CCOc1ccc2ccccc2c1CNCCc1ccc(S(N)(=O)=O)cc1	-1.1	-6	1	-13	-11	6	.	4.1	96	16	.
Cc1cc(C)c(C(=O)NC2CC(C)(C)Cc3c2cnn3-c2ccccc2)o1 (centres undefined)	2.1	16	1	22	8	-11	0.1	-0.6	105	-1	3.2
COc1ccc2nc(NCc3ccccc3)[nH]c2c1	-0.8	5	-2	-2	19	4	-1.2	2.3	104	5	-0.3
COc1ccc(CC(NC(C)=O)C(=O)NC2CCN(C(=O)NCc3ccccc3)CC2)cc1 (centres undefined)	-2.3	-5	0	18	19	12	0.7	.	95	1	-1.1
Cc1ccc(-c2csc(N3CCN(c4cc5c(cc4Cl)nc(-c4ccncc4)n5CCN4CCCCC4)CC3)n2)cc1	.	-11	.	17	-8	.	-1.9	4.8	93	.	1.9
Cc1cc(NC(=O)c2sccc2C)n(-c2nc3ccccc3[nH]2)n1	-3.2	1	6	58	15	16	0.6	1.6	98	10	-1.8
CCc1ccc(S(=O)(=O)Nc2c(NC3CCCCC3)c3ccccc3oc2=O)cc1	2.2	-2	-2	14	.	-11	-1.0	.	.	-5	2.6
CC12CCC(=O)N1C(C(=O)NCc1ccccc1F)CS2 (centres undefined)	-0.6	4	4	.	-1	3	-1.1	3.2	101	-12	-0.8
CCC(=O)Nc1nnc(CCc2ccccc2)s1	-1.6	-5	-3	-4	112	9	2.0	1.6	106	-4	-1.6
CSc1nc(Oc2ccccc2)c2sccc2n1	1.9	-16	1	8	5	-11	4.4	3.0	101	-1	2.4
CC1=NN(C(N)=S)C(=O)C1N=Nc1c(Cl)cc([N+](=O)[O-])cc1Cl (centres undefined)	0.3	-8	-2	0	11	-1	-0.1	0.9	96	22	-1.2
CCOC(=O)CNC(=O)CSc1ncccc1-c1nc2ccccc2[nH]1	-1.8	-8	5	25	5	9	-1.1	0.9	138	-20	2.9
CC(=O)Nc1ccc(S(=O)(=O)NCCC(=O)OCc2ccc([N+](=O)[O-])cc2)cc1	-0.8	3	-2	10	-17	4	-0.3	0.4	.	-19	6.2
O=C(CSc1nnc(CNc2ccc(F)cc2)o1)N1c2ccccc2Sc2ccccc21	1.8	4	-2	-7	9	-10	0.8	3.6	101	-6	4.4

As a working copy, part of the list above.
SMILES	OPRM1-OPRD1 ag	PKA-R1A activ	HTR5A ag ctr	PfHsp90 yeast 2	SUMO Mot1 rescue	MOR-DOR inv ag	Ecoli viability	phage Ecoli inh	Pemphigus Ab inh	HTR5A inv ag	AddAB inh
CC1Cc2ccccc2N1C(=O)CSc1nccc(=O)[nH]1 (centres undefined)	-3.1	-3	-3	7	-14	18	0.1	4.4	102	7	6.8
CCOc1ccc2ccccc2c1CNCCc1ccc(S(N)(=O)=O)cc1	-1.1	-6	1	-13	-11	6	.	4.1	96	16	.

Next section:
SMILES	OPRM1-OPRD1 ag	PKA-R1A activ	HTR5A ag ctr	PfHsp90 yeast 2	SUMO Mot1 rescue	MOR-DOR inv ag	Ecoli viability	phage Ecoli inh	Pemphigus Ab inh	HTR5A inv ag	AddAB inh
OCCOCCNc1ncnc2c1cnn2-c1ccccc1	-2.4	-2	-4	3	4	12	1.4	1.8	95	11	2.9
CC(Sc1nnc(COc2ccc(Cl)cc2)o1)C(=O)Nc1ccc(N2CCOCC2)cc1 (centres undefined)	-1.3	-13	-1	2	.	6	.	2.6	103	17	.
O=C(Nc1ccccc1F)c1ccc2c(c1)OCO2	-2.7	-15	0	-4	4	13	-1.9	1.6	143	-1	3.8
Cc1cccc(C(=O)Nc2ccc3c(c2)ncn3C)c1	-2.6	-4	3	-1	-7	12	-0.7	1.8	94	-11	-0.4
CC(OC(=O)c1ccc(S(=O)(=O)N(C)C)cc1)C(=O)Nc1ccc(Cl)cn1 (centres undefined)	-1.9	-7	0	-8	314	9	1.7	2.4	101	-26	4.0
C=CCN1C(=O)C(CC(=O)Nc2ccccc2)SC1=Nc1c(C)n(C)n(-c2ccccc2)c1=O (centres undefined)	4.4	12	7	1	7	-25	-2.2	0.5	.	-59	-0.4
CCCn1c(=O)c2ccccc2n2c(SCc3c(C(=O)OCC)oc4ccccc34)nnc12	0.9	-1	3	17	1	-5	0.5	2.5	104	-1	-0.4
CC1(C)Cc2c(sc3nc(SCC(=O)NCc4ccccc4)n(-c4ccccc4)c(=O)c23)CS1	-2.8	-1	-1	-6	12	15	-3.1	4.3	97	5	-0.2
O=c1[nH]cc(F)c(=O)[nH]1	-2.4	-1	8	-15	24&37	14	44*	53*	97	12	48*
O=C(O)c1ccccc1C(=O)OC1CCCC2CCCC21 (centres undefined)	-0.4	5	0	-27	.	2	.	1.9	97	2	.
Cc1ccc2oc(=O)n(Cc3ccc(OC(C)C)cc3)c2c1	3.3	-13	1	-5	9	-15	-0.1	4.1	99	-5	2.5
COc1ccc(C(=O)/C=C/c2ccccc2)c(O)c1	2.1	10	-3	23	-11	-12	-0.7	2.6	107	-15	1.3
COc1ccc(OC)c(S(=O)(=O)N/N=C\c2ccc3c(c2)OCO3)c1	-2.8	-14	0	-10	4	15	1.0	2.3	112	3	0.6
O=C(CCCOc1ccccc1)Nc1cccc([N+](=O)[O-])c1	-0.1	-7	4	-8	-8	1	-2.2	3.5	108	-10	-1.4
CCOCCn1c(C)c(C(=O)OCC)c2cc(O)c3ccccc3c21	7.8	-9	6	9	5	-31	-2.2	4.0	90	18	2.1
CCOC(=O)/C(C#N)=C\N(C)C	-3.0	-1	-3	8	-9	15	-1.6	2.3	93	-7	0.2
Cc1ccc(NC(=O)C2CCN(S(C)(=O)=O)CC2)cc1Cl	-0.6	7	7	3	142	3	-2.3	1.8	96	-25	4.1
O=C(CC1(O)C(=O)c2ccccc2C1=O)c1ccccc1	-1.4	-7	5	-7	-2	10	-3.0	2.1	94	-13	-0.5
COc1cc2c(cc1OC)C(C)N(C(=O)c1c(-c3ccccc3)noc1C)CC2 (centres undefined)	-3.9	-4	-4	5	-7	19	-1.4	3.2	.	10	-0.5
Cn1c(=O)c2c(nc(CN3CCOCC3)n2CCCc2ccccc2)n(C)c1=O	-1.3	-5	-2	.	186	7	-1.1	1.1	101	1	0.6
COc1cc2[nH]c(=O)n(C3CCCCC3)c(=O)c2cc1OC	-3.0	-9	-1	-9	4	17	0.1	3.4	111	2	-0.6
CC(=O)N(Cc1ccccc1)Cc1nc2sc(C)c(C)c2c(=O)[nH]1	-1.9	0	0	7	-2	10	0.2	3.7	101	1	3.4
CC1=C/C(=N\OS(=O)(=O)c2ccccc2)C=CC1=O	8.6	6	8	100*	-24	-51	0.1	.	107	-8	1.2
Cc1nn2c3c(cnc2c1-c1ccccc1)C(=O)CC(c1ccccc1)C3 (centres undefined)	-2.4	-9	0	.	9	12	-0.2	1.2	97	6	0.6
COCCN1CCN(C(=O)C2CCC(=O)N(CCc3ccccc3)C2)CC1 (centres undefined)	-3.5	-6	-5	13	-6	19	1.1	1.0	107	-26	3.3

Bioassay records from PubChem BioAssay.
